MEKK2wt PB1 HTS: raises or lowers MEK5 binding to wildtype human MEKK2 PB1 domain | bead flow cytometry, Alexa488-MEK5 binding to MEKK2 WT; actives lie on both sides | 290,000 compounds, 1.1% hits | binding response (% of control), % at 10 µM; in the data active means binding response below about 67% or above about 130%
OXTR agonist: agonists of human oxytocin receptor; activation, % at 3 µM; CHO-OTR cells, Fluo-8 calcium fluorescence; normalized: DMSO 0%, oxytocin 100%; 320,000 compounds, 0.32% hits; P30559;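 active means activation above the mean of all tested compounds plus 3 SD, cutoff set per screening run, cut at about 20% in these data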;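 further: peak over basal fluorescence ratio from a 100 s FLIPR kinetic read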
MEKK2mut PB1 HTS: signal of MEK5 binding to mutant human MEKK2 PB1 domain | bead flow cytometry, Alexa488-MEK5 binding to MEKK2 mutant | percent response, % at 10 µM | 290,000 compounds, 0.35% hits | AID 1530; in the data active means percent response above about 24%, passing the limit was not always enough; further: inactives centre near 1; some results filed as inactive read as strong as hits; reference of the scale not given here
GPR7 antagonist: human neuropeptides B/W receptor 1 antagonism; AID 1861; inhibition, % at 4.4 µM; GPR7-expressing cells, fluorescence antagonist assay; 290,000 compounds, 1.1% hits; in the data active means inhibition above about 16%, passing the limit was not always enough;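 further: cells stimulated with the agonist NPW; 0% = agonist with vehicle and 100% = vehicle without agonist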
Target sequence (P48145 whole entry, looked up): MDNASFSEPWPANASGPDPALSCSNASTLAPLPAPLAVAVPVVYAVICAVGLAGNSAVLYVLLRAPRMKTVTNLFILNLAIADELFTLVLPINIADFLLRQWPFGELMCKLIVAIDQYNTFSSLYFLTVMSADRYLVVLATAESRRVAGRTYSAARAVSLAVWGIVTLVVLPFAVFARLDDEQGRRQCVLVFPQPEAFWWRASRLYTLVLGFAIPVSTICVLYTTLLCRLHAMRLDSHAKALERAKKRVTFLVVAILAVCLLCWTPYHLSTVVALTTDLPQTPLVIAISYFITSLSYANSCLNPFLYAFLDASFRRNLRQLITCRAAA
GalR3 antagonist: blocks the human galanin receptor 3. O60755. inhibition, % at 3 µM. HEK293 GalR3-CNG cAMP membrane potential fluorescence; galR3 body fused to GalR1 C-terminus. AID 651719. 360,000 compounds, 0.44% hits;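 active means inhibition above the screen-wide average plus 3 SD, cut at about 13% in these data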;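 further: forskolin and galanin both at EC90 stimulate the cells; cAMP rise reported by CNG channel membrane potential dye signal; 0% = forskolin plus galanin with DMSO and 100% = forskolin alone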
PHOSPHO1 block: blocks human PHOSPHO1 phosphatase activity; recombinant PHOSPHO1, absorbance phosphatase assay; inhibition, % at 13.3 µM; 290,000 compounds, 1.1% hits; AID 1565; in the data active means inhibition above about 60%
Target sequence (Q8TCT1 whole entry, looked up): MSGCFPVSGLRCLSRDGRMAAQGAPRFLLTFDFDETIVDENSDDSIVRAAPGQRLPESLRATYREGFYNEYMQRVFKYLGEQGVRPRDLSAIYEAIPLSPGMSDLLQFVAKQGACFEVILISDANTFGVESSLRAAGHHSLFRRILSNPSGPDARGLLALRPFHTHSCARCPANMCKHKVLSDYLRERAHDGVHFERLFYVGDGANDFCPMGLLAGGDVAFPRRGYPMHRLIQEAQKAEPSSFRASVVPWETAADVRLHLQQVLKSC
NALP1 inh: blocks the NALP1 inflammasome reconstituted in yeast; 280,000 compounds, 0.61% hits; S. cerevisiae NALP1/ASC/caspase-1 growth, X-gal OD620, 72 h; AID 2071; inhibition, % at 10 µM; in the data active means inhibition mostly above about 24%, no sharp cut-off; inactive means mostly below about 32%; further: some compounds called inactive have numbers as strong as hits
V1R ag counter: counter-screen for oxytocin receptor agonists: human V1a receptor agonists; P37288; CHO-V1R cells, Fluo-8 calcium fluorescence, agonist mode; 0% DMSO, 100% 3 nM vasopressin; activation, % at 3 µM; 320,000 compounds, 0.25% hits; AID 2797;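 active means activation above the mean activation of all tested compounds plus 3 SD, per screening run, cut at about 20% in these data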;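 further: signal is peak over basal fluorescence ratio across a 100 second FLIPR read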
Target sequence (P37288 whole entry, looked up): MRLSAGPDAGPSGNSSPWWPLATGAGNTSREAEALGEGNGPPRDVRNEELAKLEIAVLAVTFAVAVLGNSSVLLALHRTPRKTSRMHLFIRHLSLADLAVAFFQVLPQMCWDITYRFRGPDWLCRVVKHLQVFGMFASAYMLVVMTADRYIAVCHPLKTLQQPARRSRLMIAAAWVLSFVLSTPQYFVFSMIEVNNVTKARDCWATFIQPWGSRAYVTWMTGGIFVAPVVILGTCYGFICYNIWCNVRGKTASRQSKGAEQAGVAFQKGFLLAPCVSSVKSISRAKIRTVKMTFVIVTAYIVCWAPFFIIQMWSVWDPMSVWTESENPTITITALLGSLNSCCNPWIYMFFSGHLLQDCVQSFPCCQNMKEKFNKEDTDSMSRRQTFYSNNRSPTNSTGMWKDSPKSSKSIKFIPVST
MEKK3 PB1 HTS: MEKK3-MEK5 PB1 interaction, increase or decrease; bead-based flow cytometry, Alexa488-MEK5 binding to MEKK3; actives lie on both sides; 0 = blocked by unlabeled MEK5, 100 = vehicle; binding response (% of control), % at 10 µM; 290,000 compounds, 1.4% hits; AID 1529;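 active means binding response more than 3 SD above or below the average of its plate-row segment, actives on both sides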;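 further: Alexa488 bead fluorescence after subtracting the streptavidin-only scavenger bead signal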
Numbers without * were called inactive; / = no result given. An unsorted share of the library, and some 5.4% of all compounds hit somewhere here.

SMILES | MEKK2wt PB1 HTS | OXTR agonist | MEKK2mut PB1 HTS | GPR7 antagonist | GalR3 antagonist | PHOSPHO1 block | NALP1 inh | V1R ag counter | MEKK3 PB1 HTS
Cn1c(=O)c2cc3c(nc2n(C)c1=O)CC(c1ccccc1)CC3=O (configuration not stated) | 92 | -0.3 | -4 | 4 | -6 | 10 | 14 | -0.8 | 94
CC(=O)C1=C(C)NC(C)=C(C(C)=O)C1c1cn(-c2ccccc2)nc1-c1cccs1 | 88 | 0.6 | 6 | -3 | -2 | 10 | 19 | 0.3 | 87
CCOC(=O)C1C(c2ccc(O)c(OC)c2)NC(=O)NC1(O)C(F)(F)F (configuration not stated) | 102 | 0.4 | 1 | 18 | -2 | 35 | 34* | 0.5 | 99
COc1ccc(-c2cc(C(F)(F)F)nc(SCC(=O)N3CC(C)OC(C)C3)n2)cc1OC (configuration not stated) | 93 | / | -5 | -10 | -3 | -7 | -57 | / | 91
O=C(Cc1cccs1)Nc1nnc(CCc2ccccc2)s1 | 101 | -1.7 | -3 | 14* | -2 | 55 | -3 | 0.2 | 102
N#CCC1c2ccccc2CCN1C(=O)Nc1ccc(Cl)cc1 (configuration not stated) | 93 | 0.3 | -2 | -9 | -8 | 14 | 34 | 0.7 | 89
COc1ccc(NS(=O)(=O)c2ccc(NC(C)=O)cc2)cc1OC | 103 | 1.3 | 4 | -6 | 0 | 3 | 26 | -0.1 | 108
CC(C(=O)NC1CCCCC1)N1C(=O)c2cccc3cccc1c23 (configuration not stated) | 100 | / | 0 | -4 | -5 | 37 | 2 | / | 104
Cc1sc2ncnc(NCC(C)(C)N3CCOCC3)c2c1C | 102 | 10.0 | 7 | -8 | 12 | 10 | 14 | 6.8 | 106
CCOc1ccc(S(=O)(=O)NC(C)C(=O)NCc2ccccn2)cc1 (configuration not stated) | 103 | 0.1 | 3 | 4 | 0 | 2 | -3 | -0.5 | 101
CC(C)C(NS(=O)(=O)c1c(Cl)cccc1Cl)C(=O)OCC(=O)c1c[nH]c2ccccc12 (configuration not stated) | -2.0* | 1.5 | 76* | 0 | 1 | -5 | 22 | 3.2 | 77
CC(=O)NC1CC(C)(C)N(OC(C)=O)C(C)(C)C1 | 100 | / | -1 | -8 | -6 | -5 | 15 | / | 98

Next part; it opens with the four that closed the last part.
SMILES | MEKK2wt PB1 HTS | OXTR agonist | MEKK2mut PB1 HTS | GPR7 antagonist | GalR3 antagonist | PHOSPHO1 block | NALP1 inh | V1R ag counter | MEKK3 PB1 HTS
Cc1sc2ncnc(NCC(C)(C)N3CCOCC3)c2c1C | 102 | 10.0 | 7 | -8 | 12 | 10 | 14 | 6.8 | 106
CCOc1ccc(S(=O)(=O)NC(C)C(=O)NCc2ccccn2)cc1 (configuration not stated) | 103 | 0.1 | 3 | 4 | 0 | 2 | -3 | -0.5 | 101
CC(C)C(NS(=O)(=O)c1c(Cl)cccc1Cl)C(=O)OCC(=O)c1c[nH]c2ccccc12 (configuration not stated) | -2.0* | 1.5 | 76* | 0 | 1 | -5 | 22 | 3.2 | 77
CC(=O)NC1CC(C)(C)N(OC(C)=O)C(C)(C)C1 | 100 | / | -1 | -8 | -6 | -5 | 15 | / | 98
OC(COc1ccccc1)CN1CCN(C(c2ccccc2)c2ccccc2)CC1 (configuration not stated) | 131 | 0.1 | 23 | -7 | -9 | 34 | 12 | 0.7 | 114
Cc1cccc(N(C)C(=O)CN(C)S(=O)(=O)c2ccc3c(c2)c(=O)n(C)c(=O)n3C)c1 | 105 | 0.6 | 4 | -11 | 2 | 28 | 15 | 0.4 | 101
CC1(C)C[C@@H]2C[C@@](C)(CN2C(=O)c2ccccc2)C1 | 103 | -1.1 | 5 | -13 | 0 | 24 | 26 | -0.3 | 106
Nc1n[nH]c(=S)n1-c1ccc(Cl)cc1 | 64 | 0.7 | 6 | -6 | -4 | -67 | 8 | 1.6 | 58
COC(=O)c1cccn(CC(=O)c2ccc(Cl)cc2Cl)c1=O | 94 | -1.0 | -6 | -13 | -2 | 57 | 3 | -1.2 | 99
COc1ccc(Cn2nnnc2C(c2ccc(N(C)C)cc2)N2CCC(C(N)=O)CC2)cc1 (configuration not stated) | 93 | -0.9 | -6 | -5 | -3 | -99 | 5 | 2.0 | 101
Cc1ccccc1N1C(=O)C(Cc2ccc(F)cc2)S/C1=C(\C#N)C(N)=O (configuration not stated) | 81 | 6.5 | -24 | -8 | -1 | -1 | 9 | 4.0 | 79
CC(C)c1ccc(OCC(=O)Nc2ccc3oc(=O)ccc3c2)cc1 | 104 | 2.3 | 1 | 2 | -7 | 55 | -12 | 6.1 | 102
COc1ccc(C2=NN(C(=O)c3ccc(Cl)c([N+](=O)[O-])c3)C(c3ccccc3)C2)cc1 (configuration not stated) | 86 | -0.9 | -3 | -4 | 1 | -3 | 26 | 1.1 | 87
COCCn1c(-c2ccc(Cl)cc2Cl)nc2c(c(=O)c3ccccc3n2C)c1=O | 97 | -1.8 | -3 | 4 | -4 | 13 | 4 | -0.3 | 90
C[C@H](NC(=O)c1nc[nH]c1C(=O)N[C@@H](C)C(=O)OCc1ccccc1)C(=O)OCc1ccccc1 | 103 | -0.5 | 0 | -10 | -3 | -30 | -4 | 0.6 | 101
Oc1cc2c(cc1O)[C@@H](c1ccccc1)CNCC2 | 75 | / | 4 | 8 | -3 | 6 | 21 | / | 62
c1ccc(-c2ccnc3nc(-n4cccc4)nn23)cc1 | 95 | -1.6 | 3 | 3 | -7 | 21 | 11 | -1.1 | 100
CCOC(=O)C1CCCN(c2cc(NCCCO)c([N+](=O)[O-])c3nonc23)C1 (configuration not stated) | 102 | -1.5 | -1 | -4 | 0 | 15 | 38 | -0.2 | 107
O=C(c1ccc(S(=O)(=O)N2CCCC2)cc1)N1CCN(c2cccc(Cl)c2)CC1 | 99 | 3.1 | 5 | 2 | -4 | 58 | 6 | 5.8 | 101
Cc1nc(N2CCC(C)CC2)c(C#N)c(C)c1[N+](=O)[O-] | 92 | -1.8 | -4 | -7 | 5 | 3 | 10 | -1.6 | 104
CCCn1c(-c2ccc(F)cc2)cnc1SCC(=O)O | 106 | -1.1 | 9 | -9 | -4 | 30 | / | 0.7 | 103
COc1ccccc1OCCSc1nnnn1C1CCCCC1 | 99 | -2.0 | 2 | -3 | -3 | / | / | -1.2 | 100
CC(=O)OC1COC(n2ccc3ccccc32)C(OC(C)=O)C1OC(C)=O (configuration not stated) | 99 | 0.2 | -3 | -3 | -4 | 7 | 21 | -0.2 | 101
CCOC(=O)C1CCN(c2c(NCc3ccc(C(=O)N(C)Cc4ccccc4)cc3)c(=O)c2=O)CC1 | 101 | -0.6 | 2 | -8 | -2 | -12 | 12 | 1.0 | 105
O=C(Nc1ccccc1N1CCOCC1)c1cccc(F)c1 | 86 | -1.4 | -10 | -8 | -4 | 9 | 11 | -0.2 | 100
COc1ccc(NCc2nnc(SCC(=O)N3CCCc4ccccc43)n2C)cc1 | 113 | -0.9 | 4 | 2 | -8 | 10 | 22 | -0.4 | 110
Cc1c(NC(=O)c2ccc(CC(C)C)o2)c(=O)n(-c2ccccc2)n1C | 101 | -1.3 | 0 | -6 | -12 | 25 | 2 | -0.1 | 101
CS(=O)(=O)N(CC(N)=O)c1ccc(F)c(Cl)c1 | 108 | 1.3 | 5 | -12 | 1 | 29 | 28 | -0.1 | 104
O=c1[nH]n2c(=O)c3c([nH]c2c1N=Nc1ccccc1)CCC3 | 97 | -1.6 | -2 | 2 | -10 | -3 | 9 | -1.3 | 98
Cc1n[nH]c(=O)nc1NCc1ccccc1 | 104 | 0.7 | -1 | 16 | 0 | -1 | -2 | 0.4 | 105
CCN1CCN(CC(=O)Nc2ccccc2)C(=O)C1=O | 106 | 0.3 | 7 | 15* | -2 | -13 | -14 | -0.7 | 105
Cc1nc2oc3ccc(Cl)cc3c(=O)c2cc1C(=O)O | 102 | -1.1 | 4 | 4 | -7 | 33 | 6 | 0.9 | 101
Fc1cccc(F)c1-n1c(CN2CCCC2)csc1=S | 94 | -1.7 | -8 | 1 | -6 | 20 | 15 | -0.4 | 88
CN1CCN(CCc2nc3cc(NC(=O)COc4ccc(Cl)cc4)ccc3n2C)CC1 | 105 | 0.7 | 11 | 3 | -3 | 38 | -16 | -0.2 | 97
COc1ccc(OC)c(S(=O)(=O)N(C)CC(=O)N2CCN(c3ccccc3)CC2)c1 | 105 | -0.4 | 3 | -9 | -3 | -29 | 5 | 1.1 | 101
CCC(C)Nc1nc(-c2ccc3c(c2)NC(=O)CO3)cs1 (configuration not stated) | 99 | 0.9 | 4 | -15 | 2 | 54 | -13 | 0.6 | 102
OCCc1c[nH]c2ccc(OCc3ccccc3)cc12 | 107 | 2.3 | 11 | -11 | -10 | 34 | 5 | 1.6 | 105
CCOC(=O)c1cc(CC)sc1NC(=O)c1ccc2c(c1)OCCO2 | 106 | 0.0 | 4 | -12 | 2 | 28 | 31 | 1.9 | 104
CCN(CC)C(=O)c1ccc(C)c(Br)c1 | 101 | -0.5 | 2 | 5 | -5 | -3 | 34 | -1.4 | 103
Cn1c(SCC(=O)Nc2cc(Cl)cc(Cl)c2)nnc1-c1ccc2nonc2c1 | 97 | -1.2 | 7 | -10 | 4 | 13 | / | 0.1 | 104
CC(=O)c1c(-c2ccccc2)[nH]c2ccccc12 | 103 | 7.0 | 1 | 10 | -14 | -29 | 21 | 5.5 | 104
COc1ccc(NC(=O)CN2C(=O)CC(C)S(=O)(=O)c3ccccc32)cc1 (configuration not stated) | 97 | 0.5 | -2 | -5 | 1 | 34 | -21 | 0.0 | 100
O=C1NC(=O)/C(=C\c2cn(CC(=O)N3CCOCC3)c3ccccc23)S1 | 104 | 1.6 | -1 | -16 | -6 | 22 | 15 | 0.1 | 103
CC1CCC(NC(=O)c2nn(C)c3c2CS(=O)(=O)c2ccccc2-3)CC1 (configuration not stated) | 104 | 3.3 | 4 | -10 | 4 | 37 | -10 | 4.5 | 102
CCCCN(CC)C(=O)Cc1cn(C)c2ccccc12 | 100 | -2.9 | 1 | 1 | 0 | 7 | -1 | -1.4 | 99
COc1cccc(CNc2ccc3c(c2)CCC3)c1 | 105 | 0.4 | 4 | 0 | 1 | 19 | 46 | 1.8 | 101
c1ccc2[nH]c(N3CCOCC3)nc2c1 | 109 | 1.1 | 8 | -9 | -4 | 9 | 16 | 0.2 | 107
Cc1ccc(CNc2cc(C(=O)O)ccc2Cl)s1 | 100 | -0.1 | 1 | 3 | -9 | -6 | 4 | 0.6 | 99
CN(Cc1ccccc1)CC(O)COc1ccc(CNCc2cccnc2)cc1 (configuration not stated) | 126 | 2.8 | 7 | -8 | -5 | 58 | 5 | 0.4 | 75
CC(C(=O)Nc1nc2ccccc2[nH]1)N1C(=O)C2CC=CCC2C1=O (configuration not stated) | 101 | -1.3 | 6 | -12 | 4 | 22 | 11 | 0.6 | 97
O=C(O)c1cc(N/N=C/C=C/c2ccccc2)ccc1Cl | 93 | 0.8 | -5 | -10 | 0 | -64 | -9 | 1.0 | 98
O=C(O)c1cc(NC(=O)c2ccc3c(c2)C(=O)N(Cc2ccccc2)C3=O)cc(C(=O)O)c1 | 100 | -0.2 | -2 | 7 | -2 | -36 | 1 | 0.9 | 103
C(=N\n1cnnc1)/c1nc2ccccc2[nH]1 | 107 | 1.0 | 2 | -1 | -3 | -5 | 1 | 0.3 | 101
CN(C)CCNC(=O)c1cc2cc(Br)ccc2oc1=O | 105 | -0.3 | 10 | 4 | -6 | -16 | 8 | -0.1 | 99
O=C(COc1ccc(F)cc1F)Nc1cccnc1 | 105 | 0.1 | 3 | -1 | -3 | 27 | 16 | 1.1 | 100
